# Bioassay records from PubChem.
# Growth percent in the NCI-60 one-dose screen (48 h, 10 µM unless noted): 100 = growth as untreated, 0 = no growth, -100 = all killed.
# A549/ATCC: A549/ATCC NSCLC | 81,000 tested, 3.7% active | AID 1794740
# HOP-92: HOP-92 NSCLC cells; 71,000 tested, 6.3% active
# EKVX: EKVX NSCLC | 71,000 tested, 3% active
# SK-MEL-5: SK-MEL-5 melanoma. 80,000 tested, 6.4% active
# SK-MEL-2: SK-MEL-2 melanoma; 77,000 tested, 4.7% active
# SK-MEL-28: SK-MEL-28 melanoma | 81,000 tested, 4.1% active
# HOP-62: HOP-62 NSCLC. 80,000 tested, 3.9% active
# M14: M14 melanoma; 80,000 tested, 6.2% active; AID 1794745
# Numbers without * were called inactive; · = not tested or not shown. How the source made its calls: active means growth percent below 10; inactive means the rest.
entry	canonical_smiles	SK-MEL-28	SK-MEL-2	HOP-92	EKVX	M14	A549/ATCC	HOP-62	SK-MEL-5
1	CCC(C)c1ccc(OCC(C)O)cc1 (stereo unspecified)	111.2	110.4	86.1	·	101.4	99.1	96.4	97.8
2	COc1ccc(-c2nc3cc(C(=O)Nc4ccncc4)ccc3n2C2CCCCC2)cc1	102.8	102.1	95.7	112.2	100.5	99.0	112.3	93.4
3	CCCCOCCOCCOC(=O)c1cccc(C)c1	106.0	·	74.0	95.1	97.4	90.4	89.4	99.5
4	O=C(NNC(=O)c1ccc2ccccc2c1)c1cccc(F)c1	103.6	99.4	112.8	110.9	101.9	95.6	100.3	112.9
5	O=C(c1ccccc1)n1cc(-c2nc3ccccc3s2)c2cccnc21	115.1	106.2	94.2	77.8	109.7	104.6	96.8	·
6	CCCN(C(=O)Cc1c(F)cccc1Cl)c1c(N)n(Cc2ccccc2)c(=O)[nH]c1=O	109.7	95.5	29.8	114.7	125.2	102.3	95.0	101.1
7	C/C(=N\NC(=O)Nc1ccc(C(F)(F)F)c(Cl)c1)c1nnn(-c2ccc(Cl)cc2)c1C	100.1	106.3	104.0	102.0	90.6	94.9	105.5	98.4
8	CCOCCNC1=C(Cl)C(=O)c2ccccc2C1=O	117.0	92.3	127.1	106.1	110.5	101.1	109.7	67.2
9	CCCCCCCCCCCC(=O)C(CCCCCCCCCC)C(=O)Nc1ccccc1 (stereo unspecified)	107.9	98.8	102.5	107.9	103.4	91.2	96.8	97.9
10	NC(=O)NCSCNC(N)=O	96.8	111.7	139.6	·	99.3	104.3	100.5	·
11	CCOC(=O)c1c2ccc3cn[nH]c3c2c(C)n1C	115.6	101.7	18.4	56.8	·	96.3	72.8	95.1
12	C=CCN1CCN(c2ccncc2S(=O)(=O)N2CCN(C)CC2)CC1	111.2	96.4	88.2	·	101.3	101.0	104.1	102.1
13	Cc1ccc(S(=O)(=O)OC2CCC3(C)C(=CCC4C3CCC3(C)C(C(C)CCCC(C)C)CCC43)C2)cc1 (stereo unspecified)	112.3	109.8	·	·	103.4	101.7	108.2	99.9
14	CCCCc1ccc(NC(=O)N(CCCl)N=O)cc1	100.8	94.8	105.2	·	99.2	102.2	90.8	97.9
15	CC(=O)c1ccc2c(c1)c1ccccc1n2C	107.0	98.4	·	·	106.0	96.9	83.2	103.2
16	O=C(OC[C@H]1O[C@H](OC(=O)c2cc(O)c(O)c(OC(=O)c3cc(O)c(O)c(O)c3)c2)[C@H](OC(=O)c2cc(O)c(O)c(OC(=O)c3cc(O)c(O)c(O)c3)c2)[C@@H](OC(=O)c2cc(O)c(O)c(OC(=O)c3cc(O)c(O)c(O)c3)c2)[C@@H]1OC(=O)c1cc(O)c(O)c(OC(=O)c2cc(O)c(O)c(O)c2)c1)c1cc(O)c(O)c(OC(=O)c2cc(O)c(O)c(O)c2)c1	78.6	80.4	·	37.4	17.6	34.0	46.2	·
17	CCN(CC)CCNc1cc(OC)c(N)c2cccnc12	120.8	129.4	114.0	74.1	105.2	80.9	81.0	99.5
18	O=C(O)c1cccc([N+](=O)[O-])c1/C=C/c1cccs1	112.9	101.5	88.3	·	90.3	99.1	100.3	100.7
19	CCCCNC(=O)Oc1ccc(/C(=C(\C)c2ccccc2)c2ccc(OCCN(CC)CC)cc2)cc1	75.7	92.1	43.3	80.8	6.4*	62.2	88.2	48.2
20	Cc1cc(=O)[nH]c(=O)n1Cc1cn(-c2c3ccccc3nc3ccccc23)nn1	75.6	106.7	67.6	103.3	97.8	92.3	95.6	78.9
21	N#C/C(=C\c1ccc(-c2ccccc2)cc1)C(N)=O	114.6	87.6	·	·	105.2	112.7	93.5	101.0
22	CCCCCC[C@@H](O)C/C=C\CCCCCCCC(=O)O	109.8	105.1	111.0	101.2	109.7	103.2	102.9	105.4
23	COC(=O)c1[nH]nc2c1C1(C(=O)c3cccc4cccc1c34)C(C#N)=C(N)O2 (stereo unspecified)	112.4	105.4	·	89.9	108.2	98.2	97.5	98.6
24	CC(=O)OC1C(OC(C)=O)C(OC(C)=O)C(OC(C)=O)C(OC(C)=O)C1OC(C)=O (stereo unspecified)	110.6	103.1	104.9	98.5	·	104.0	100.9	102.6
25	CN(C)CCCn1c2c(c3cc(-c4ccco4)ccc3c1=O)C(=O)c1ccccc1-2	103.3	116.9	71.6	81.4	81.2	67.7	59.2	78.3

# 4 compounds from above with just SK-MEL-2 and M14.
No. | Compound | SK-MEL-2 | M14
11 | CCOC(=O)c1c2ccc3cn[nH]c3c2c(C)n1C | 101.7 | ·
12 | C=CCN1CCN(c2ccncc2S(=O)(=O)N2CCN(C)CC2)CC1 | 96.4 | 101.3
13 | Cc1ccc(S(=O)(=O)OC2CCC3(C)C(=CCC4C3CCC3(C)C(C(C)CCCC(C)C)CCC43)C2)cc1 (stereo unspecified) | 109.8 | 103.4
14 | CCCCc1ccc(NC(=O)N(CCCl)N=O)cc1 | 94.8 | 99.2

# Back to the main list; the 7 compounds before the break are reprinted first.
entry	canonical_smiles	SK-MEL-28	SK-MEL-2	HOP-92	EKVX	M14	A549/ATCC	HOP-62	SK-MEL-5
19	CCCCNC(=O)Oc1ccc(/C(=C(\C)c2ccccc2)c2ccc(OCCN(CC)CC)cc2)cc1	75.7	92.1	43.3	80.8	6.4*	62.2	88.2	48.2
20	Cc1cc(=O)[nH]c(=O)n1Cc1cn(-c2c3ccccc3nc3ccccc23)nn1	75.6	106.7	67.6	103.3	97.8	92.3	95.6	78.9
21	N#C/C(=C\c1ccc(-c2ccccc2)cc1)C(N)=O	114.6	87.6	·	·	105.2	112.7	93.5	101.0
22	CCCCCC[C@@H](O)C/C=C\CCCCCCCC(=O)O	109.8	105.1	111.0	101.2	109.7	103.2	102.9	105.4
23	COC(=O)c1[nH]nc2c1C1(C(=O)c3cccc4cccc1c34)C(C#N)=C(N)O2 (stereo unspecified)	112.4	105.4	·	89.9	108.2	98.2	97.5	98.6
24	CC(=O)OC1C(OC(C)=O)C(OC(C)=O)C(OC(C)=O)C(OC(C)=O)C1OC(C)=O (stereo unspecified)	110.6	103.1	104.9	98.5	·	104.0	100.9	102.6
25	CN(C)CCCn1c2c(c3cc(-c4ccco4)ccc3c1=O)C(=O)c1ccccc1-2	103.3	116.9	71.6	81.4	81.2	67.7	59.2	78.3
26	CC(C)CCCC(C)NC(C)C (stereo unspecified)	96.5	106.9	91.8	95.3	107.1	90.0	101.7	94.7
27	NC(CCC(=O)OCc1ccccc1)C(=O)OCc1ccccc1 (stereo unspecified)	108.8	101.6	110.5	·	114.1	·	105.3	102.3
28	N=c1n(CCN2CCCCC2)c2ccccc2n1CC(=O)c1ccc(Cl)c(Cl)c1	106.7	91.2	93.4	·	95.7	93.5	95.7	100.7
29	COc1cccc(-c2nn(-c3ccccc3)cc2-c2ccnc(NCCCNS(=O)(=O)c3cccc4ccccc34)c2)c1	·	60.6	42.2	71.4	63.0	59.6	91.7	48.1
30	COC(=O)C1(O)CCCCC1	107.7	117.1	97.2	114.7	114.3	105.0	104.8	106.6
31	COc1cc(C(=O)N2N=C(C)CC2=O)c(N2C(=O)/C(=C/c3ccccc3)N=C2c2ccccc2)cc1OC	109.0	108.6	·	·	111.7	96.1	101.7	85.6
32	COc1cc2c(cc1O)CC[C@@H]1[C@@H]2CC[C@]2(C)[C@@H](OCCCN(C)C)CC[C@@H]12	·	-85.9*	-18.2*	0.0*	-78.8*	-33.7*	-57.8*	·
33	C=CCOC(=O)CCC(C)(CCC(=O)OCC=C)C(C)=O	112.3	98.0	91.2	·	106.2	99.4	119.7	103.9
34	CN(C)c1ncc2c(=O)[nH]cnc2n1	128.5	115.7	94.4	118.6	101.5	107.0	94.9	103.9
35	O=C1/C(=C/c2cc(F)cc(F)c2)Cc2cc(F)cc(F)c21	96.7	93.7	·	88.0	82.6	101.8	95.1	76.8
36	COC(=O)c1c(-c2ccccc2)[nH]c(-c2nccc3ccccc23)c1C(=O)OC	100.7	97.0	94.5	96.9	120.7	97.8	91.8	96.4
37	COc1ccc(C(=O)C[n+]2ccccc2)c(OC)c1	111.8	91.9	·	106.7	97.6	92.2	93.2	99.7
38	CCOC(=O)C1=C(c2ccccc2)N=c2s/c(=C\c3cc(C)n(-c4ccc(F)cc4)c3C)c(=O)n2C1c1cccc(OC)c1OC (stereo unspecified)	109.4	101.5	97.7	·	104.9	101.2	104.1	102.0
39	CCN(CC)c1nc(NNC(=O)c2ccccc2)nc(N(CC)CC)n1	99.6	100.3	101.7	103.7	115.1	98.8	100.5	100.5
40	O=C(CC(CC(=O)c1cccs1)c1ccc(O)cc1)c1cccs1	104.6	115.7	97.2	101.0	98.0	82.3	95.2	110.0
41	CC1(C)CC[C@]2(CO)CC[C@]3(C)[C@](O)([C@H](O)C[C@@H]4[C@@]5(C)CCCNC(C)(C)[C@@H]5CC[C@]43C)[C@@H]2C1	100.3	106.4	94.0	106.7	96.1	85.2	101.4	96.8
42	COc1ccc(-c2cc(=O)oc3c4c(ccc23)OCN(Cc2ccc(F)cc2)C4)cc1	83.4	94.2	47.8	·	54.6	69.6	80.0	4.0*
43	COc1ccc2c(c1)C(=O)/C(=C/c1cccc(OCC(=O)Nc3nc(C)c(C)s3)c1)O2	11.2	59.9	-74.8*	-45.3*	-44.4*	46.8	94.8	40.4
44	O=c1cc(-c2ccccc2)ss1	114.2	99.2	·	115.2	104.9	104.4	·	114.9
45	Nc1ccc(-c2cn3cc(Cl)sc3n2)cc1	·	91.0	98.2	113.2	100.9	86.6	97.9	99.3
46	CC(=O)OC1CCCC(CN)C1C (stereo unspecified)	94.0	90.1	84.1	110.2	105.4	91.0	101.8	94.0
47	CCOC(=O)C1=C(C)NC(SCc2nnc(-c3ccc(Cl)cc3)o2)=NC1c1ccccc1 (stereo unspecified)	106.1	65.5	59.9	85.2	80.5	71.0	72.2	93.0
48	CC(C)c1cccc(Br)c1	114.1	129.5	67.4	105.8	96.9	105.0	90.7	107.9
49	COc1ccc(C2CCN(Cc3ccccc3)CCO2)cc1 (stereo unspecified)	104.2	102.0	95.9	·	102.9	93.1	105.1	98.6
50	N/C(=N/N=C/c1cc(Br)cc(Br)c1O)NO	111.8	111.9	105.0	95.3	97.2	104.8	102.2	104.7

# By substructure, those above containing a cyano group
entry	canonical_smiles	SK-MEL-28	SK-MEL-2	HOP-92	EKVX	M14	A549/ATCC	HOP-62	SK-MEL-5
21	N#C/C(=C\c1ccc(-c2ccccc2)cc1)C(N)=O	114.6	87.6	·	·	105.2	112.7	93.5	101.0
23	COC(=O)c1[nH]nc2c1C1(C(=O)c3cccc4cccc1c34)C(C#N)=C(N)O2 (stereo unspecified)	112.4	105.4	·	89.9	108.2	98.2	97.5	98.6

# Other records.
entry	canonical_smiles	SK-MEL-28	SK-MEL-2	HOP-92	EKVX	M14	A549/ATCC	HOP-62	SK-MEL-5
51	CC1COS(=O)(=O)C1 (stereo unspecified)	114.8	105.3	100.5	·	98.6	101.0	100.9	101.2
52	O=C1CCc2ccc(OCc3cn(Cc4ccccc4)nn3)cc2N1	96.1	104.2	98.2	103.3	110.0	103.0	109.4	96.4
53	CC(=O)[C@H]1CC[C@H]2[C@@H]3CCc4cc(O)ccc4[C@H]3CC[C@]12C	101.9	104.2	77.8	77.8	100.4	77.6	109.1	101.4
54	COc1ccc(C2c3c([nH]c(=S)[nH]c3=O)Nc3[nH]c(=S)[nH]c(=O)c32)cc1	106.0	108.4	90.3	92.3	98.7	101.8	99.4	98.8
55	COc1ccc2c(C)c(-c3ccc(Cl)cc3)c(=O)oc2c1	85.2	·	53.6	34.1	83.8	52.3	87.9	63.4
56	Cc1cccc(C(N)=O)c1	105.9	97.5	89.2	104.0	·	99.8	95.6	104.5
57	C=CC(=O)Nc1ccc(C)c(Oc2ccc(Cl)cc2)c1	72.0	41.8	·	62.6	72.3	47.2	63.0	53.0
58	CCOC(=O)c1ccc(Nc2ccnc(SCC(=O)c3ccc(C#N)cc3)n2)cc1	80.8	71.1	105.2	73.4	50.5	60.6	63.4	37.5
59	COc1cc(OC)cc(-c2n/c(=C\c3c(O)[nH]c4ccc(OC)cc34)cc3c2=Nc2ccccc2-3)c1	102.0	108.0	68.6	96.6	21.4	52.1	99.1	94.4
60	CCCSc1nc(NCCc2c[nH]c3ccccc23)c(C#N)c(-c2ccccc2)n1	97.4	75.0	78.9	35.7	83.5	73.5	65.4	41.6
61	O=[N+]([O-])c1c(F)cc(F)cc1F	98.6	106.5	78.4	112.1	100.8	108.2	111.6	·
62	O=c1[nH]c(=O)n(CCCc2ccccc2)cc1-c1ccccc1	116.5	136.4	·	92.8	127.2	105.1	104.7	109.1
63	CO[C@H]1O[C@@H]2COC(=O)CCc3ccccc3C(=O)[C@H]2CC1(OC)OC	108.1	95.7	90.0	102.9	102.5	103.9	92.2	101.6
64	O=C(O)CNC(=O)c1cccc([N+](=O)[O-])c1	112.3	·	·	108.6	104.1	108.3	103.1	102.6
65	COc1ccc(CSC(=S)NNc2ccccc2)cc1	97.5	113.7	·	102.6	119.2	85.8	105.7	103.0
66	COc1cc2oc(-c3ccc(NC(=O)c4ccc(C(F)(F)F)cc4)cc3)cc(=O)c2c(OC)c1OC	90.4	97.5	97.2	104.5	98.5	91.1	99.3	80.7
67	Cc1cccc(N=NC(C#N)C#N)c1	115.1	119.0	·	99.8	102.4	98.4	91.5	104.2
68	O=C(N=Nc1c(O)[nH]c2ccccc12)Nc1ccc(Br)cc1	89.3	93.5	66.5	86.6	89.8	98.9	98.4	81.9
69	O=C(O)CC(C(=O)O)N1C(=O)/C(=C/c2cn(-c3ccccc3)nc2-c2ccccc2)SC1=S (stereo unspecified)	89.8	103.1	·	99.4	96.7	96.9	100.4	98.3
70	OC(COc1ccc(Cl)cc1)CN1CCN(c2cccc(Cl)c2)CC1 (stereo unspecified)	115.6	88.6	77.4	100.5	88.8	93.3	98.2	106.7
71	O=C1OC(c2ccccc2)=C/C1=C/c1ccc([N+](=O)[O-])cc1	96.3	103.5	87.7	·	99.0	89.9	94.3	97.4
